Compound activity: PubChem, NCI
yeast cln2 rad14: NCI yeast anticancer drug screen, S. cerevisiae cln2 rad14 strain. % growth inhibition at 50 µM. hit rate 8.3% among 78,000;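 also: 0% = growth of vehicle-only cultures of the same strain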
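Strain: cln2 rad14 yeast, altered in cell cycle control and DNA damage repair. Read-out: growth inhibition vs vehicle.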
mlh1 rad18: NCI yeast anticancer drug screen, S. cerevisiae mlh1 rad18 strain; % growth inhibition at 50 µM; AID 175; hit rate 11% among 79,000;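 also: 0% = growth of vehicle-only cultures of the same strain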
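In this whole-cell yeast screen, a strain with altered DNA damage repair is challenged with compound, and its growth is measured against matched vehicle-treated controls.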
bub3: NCI yeast anticancer drug screen, S. cerevisiae bub3 mutant strain. hit rate 9.9% among 78,000. growth inhibition, % at 50 µM;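 also: 0% = growth of vehicle-only cultures of the same strain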
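Whole-cell yeast assay. The mutant strain was incubated with compounds, and growth inhibition was determined by comparison with vehicle-treated cells.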
sgs1 mgt1: NCI yeast anticancer drug screen, S. cerevisiae sgs1 mgt1 strain. growth inhibition, % at 50 µM. hit rate 10% among 78,000. AID 161;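 also: 0% = growth of vehicle-only cultures of the same strain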
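This yeast growth screen uses a strain with defined DNA-repair lesions; compound-treated growth is compared with vehicle-treated growth.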
rad50: NCI yeast anticancer drug screen, S. cerevisiae rad50 strain | hit rate 10% among 79,000 | AID 155 | growth inhibition, % at 50 µM;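 also: 0% = growth of vehicle-only cultures of the same strain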
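Compounds were tested on a yeast strain with an engineered DNA damage repair alteration; the reported value is growth inhibition normalised to vehicle treatment.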
mec2-1: NCI yeast anticancer drug screen, S. cerevisiae mec2-1 strain. % growth inhibition at 50 µM. hit rate 9% among 79,000. AID 157;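 also: 0% = growth of vehicle-only cultures of the same strain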
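Using mec2-1 yeast: add compound, measure growth, express inhibition versus vehicle-treated cultures.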
Starred values were filed as active, the others as inactive; x = not tested or not shown; & = joins results of further samples. Rule as the data show it: active = growth inhibition above about 70%; inactive = the rest.

The first 2 compounds, ahead of the listing:
SMILES | yeast cln2 rad14 | mlh1 rad18 | bub3 | sgs1 mgt1 | rad50 | mec2-1
Nn1c(-c2cccc(Cl)c2)nc2ccccc2c1=O | 26 | 37 | 18 | 13 | -19 | 5
C/C(=N\NC(=S)N(C)C1CCCCC1)c1ccc2ccccc2n1 | 84* | 89* | 77* | 82* | 83* | 80*

Results, previewed entries included:
SMILES | yeast cln2 rad14 | mlh1 rad18 | bub3 | sgs1 mgt1 | rad50 | mec2-1
Nn1c(-c2cccc(Cl)c2)nc2ccccc2c1=O | 26 | 37 | 18 | 13 | -19 | 5
C/C(=N\NC(=S)N(C)C1CCCCC1)c1ccc2ccccc2n1 | 84* | 89* | 77* | 82* | 83* | 80*
CCCCCCCCCCCCS(=O)(=O)CC(Br)C(=O)c1ccco1 (centres undefined) | 94* | 95* | 95* | 95* | 94* | 97*
COc1ccc(NC(N)=O)cc1 | -1 | 10 | -6 | 0 | 12 | -16
COc1cc2c3cc1Oc1c(OC)c(OC)cc4c1C(Cc1ccc(O)c(c1)Oc1ccc(cc1)CC3N(C)CC2)N(C)CC4 (centres undefined) | 7 | -90 | 8 | 1 | 1 | 1
C=CSC(=S)Sc1ccccc1 | 3 | 13 | 19 | -1 | 26 | 28
CSCCC(NC(=O)c1ccccc1)C(=O)O (centres undefined) | 4 | -11 | 3 | 1 | -3 | -15
N#CCc1ccccc1S(=O)(=O)O | -10 | 0 | 5 | -3 | 13 | -1
O=C1NC(S(=O)(=O)O)=NNC12c1ccccc1-c1ccccc12 | 10 | 2 | -14 | -2 | -27 | -45
O=C1C(c2ccccn2)=C(O)c2ccccc21 | -6 | -7 | 0 | -2 | 31 | 0
CCCCCCCCCCCCCC(=O)OCC1OC(OC)C(NC(=O)N(CCCl)N=O)C(O)C1O (centres undefined) | -4 | 0 | 5 | 25 | 28 | -10
CCC(N)C(=O)NC(C(N)=O)C(C)C (centres undefined) | -42 | 13 | -5 | -2 | 11 | -10
COCn1c2ccc(OC(C)=O)cc2c2c(=O)oc(N(C)C)nc21 | -6 | -12 | -12 | -29 | -15 | -32
Cc1ccc(C(=O)Nc2ccc([N+](=O)[O-])cc2)cc1 | -3 | -3 | -5 | 0 | 4 | -7
Cn1cnc([N+](=O)[O-])c1Sc1ncc[nH]1 | 16 | 3 | 10 | -3 | 1 | 3
CNc1ccccc1C(=O)N/N=C\c1ccc(Cl)cc1Cl | -3 | -5 | -10 | -1 | -8 | -5
c1coc(CNc2ncnc3nccnc23)c1 | -20 | -4 | -32 | -16 | -17 | -4
OC(c1ccc2c(c1)OCO2)c1ccc2c(c1)OCO2 | 0 | -5 | 18 | -21 | -41 | 9
CCC#CCCCOC(=O)c1cc([N+](=O)[O-])cc([N+](=O)[O-])c1 | 98* | 99* | 100* | 100* | 99* | 99*
CN1C2=NC(=O)NC(=O)C23OC3c2ccccc21 (centres undefined) (tested in a mixture with another compound) | 15 | 19 | 2 | 0 | 6 | 12
O=P(NC1CCCCC1)(NC1CCCCC1)NC1CCCCC1 | 12 | 14 | 13 | -1 | 19 | -2
CCCC(CCCC(=O)O)C(=O)O (centres undefined) | -8 | 6 | 12 | 1 | -4 | -10
CCOC(=O)C1=C(O)c2c(OC)ccc(OC)c2C(=O)C1=O | 4 | -30 | -16 | -22 | -24 | -44
CC(=O)Nc1ccc(Cc2ccc([N+](=O)[O-])cc2)cc1 | -39 | -18 | 13 | -2 | 3 | -1
O=C(O)C1(C(=O)O)CC1(C(=O)O)C(=O)O | 40 | 13 | 6 | 27 | -10 | 4
O=C(O)/C=C\CCCCC(=O)O | 7 | 38 | 14 | 15 | 35 | 1
NCCCC(N=Cc1nc(-c2ccccc2)oc1O)C(=O)O (centres undefined) | -46 | -65 | -62 | -56 | -74 | -32
CCCCCCCSCc1nc2ccccc2c(C)[n+]1[O-] | 95* | 98* | 98* | 96* | 97* | 96*
Cc1ccc(S(=O)(=O)N2CC=C(N)N2)cc1 | x | 46 | x | x | -3 | -12
CC(=O)Nc1ccc(N(C)C)cc1Cl | -17 | -16 | -2 | -14 | -25 | -17
CCN(CC)CCOc1ccc2ccccc2c1C(Cc1ccccc1)NCCO (centres undefined) | -20 | 3 | 3 | -20 | -13 | 2
O=C(O)CCCC1CCCc2c1ccc1ccccc21 (centres undefined) | 90* | 91* | 89* | 94* | 88* | 84*
COc1cc(C2C(C)=COc3cc4c(cc32)OCO4)cc(OC)c1OC (centres undefined) | -28 | 7 | 63 | 42 | 11 | 12
Fc1ccc2c3c([nH]c2c1)CCN(Cc1ccccc1)C3 | 6 | 6 | -5 | 16 | 27 | -10
CC(=O)Nc1nc(C(C)(C)C)c([N+](=O)[O-])s1 | -257 | 5 | 6 | -8 | 6 | -6
COC(=O)C(Cl)=C1CC1 | 19 | -6 | 6 | -7 | 6 | 10

Some of the entries above, set out differently:
> Fc1ccc2c3c([nH]c2c1)CCN(Cc1ccccc1)C3
  yeast cln2 rad14: 6 | mlh1 rad18: 6 | bub3: -5 | sgs1 mgt1: 16 | rad50: 27 | mec2-1: -10

> NCCCC(N=Cc1nc(-c2ccccc2)oc1O)C(=O)O (centres undefined)
  yeast cln2 rad14: -46 | mlh1 rad18: -65 | bub3: -62 | sgs1 mgt1: -56 | rad50: -74 | mec2-1: -32

> CC(=O)Nc1ccc(N(C)C)cc1Cl
  yeast cln2 rad14: -17 | mlh1 rad18: -16 | bub3: -2 | sgs1 mgt1: -14 | rad50: -25 | mec2-1: -17

> CCCCCCCSCc1nc2ccccc2c(C)[n+]1[O-]
  yeast cln2 rad14: 95* | mlh1 rad18: 98* | bub3: 98* | sgs1 mgt1: 96* | rad50: 97* | mec2-1: 96*

Remaining list, next part
SMILES | yeast cln2 rad14 | mlh1 rad18 | bub3 | sgs1 mgt1 | rad50 | mec2-1
O=C(/C=C/c1ccc2c(c1)OCO2)c1cccc([N+](=O)[O-])c1 | 0 | 12 | 31 | 28 | -8 | -6
Cc1c(Cl)c(C)c(Cl)c(O)c1Cl | 93* | 72* | 93* | 91* | 93* | 93*
COC(=O)C(C(=O)OC)c1ccccc1 | -9 | 10 | 12 | 14 | -4 | -13
CC12CCC(C(Nc3ccccn3)C1=O)C2(C)C (centres undefined) | 0 | 15 | 0 | 10 | 15 | 8
CCCCN1C(=O)C[C@H]2[C@@H]3CCc4cc(OCCN5CCCC5)ccc4[C@H]3CC[C@]2(C)C1=O | 73* | 64 | 79* | 72* | 57 | 55
CN(C)CCCN1CCC2(CCC(C(C)(C)C)CC2)CC1 | -19 | 50 | -31 | 0 | 40 | -16
CCOC(=O)c1c(-c2ccc(OC)cc2)c(C#N)c(=S)n(C2OC(COC(C)=O)C(OC(C)=O)C(OC(C)=O)C2OC(C)=O)c1-c1ccccc1 (centres undefined) | 22 | 13 | 12 | -3 | -5 | 0
CN(C)C(=O)Nc1cccc(OS(=O)(=O)N(C)C)c1 | -19 | 13 | 23 | 23 | 5 | 26
Nc1nc2c(c(=O)[nH]1)Cc1nc(N)[nH]c(=O)c1C2 | -3 | -15 | 10 | 0 | 9 | -7
CC(=O)CC(=O)Nc1ccc(-c2ccc(NC(=O)CC(C)=O)c(Cl)c2)cc1Cl | 2 | -6 | -17 | -10 | -22 | -28
CC1C(=O)OC(=O)C1C (centres undefined) | 4 | 9 | -5 | 12 | -11 | -6
O=C(OC1C#CCSCC#C/C=C\1)c1cnc2ccccc2n1 (centres undefined) | -11 | -23 | -3 | -24 | -34 | -13
COc1ccc(C(Cc2ccccc2)Nc2ccccc2)cc1 (centres undefined) | -17 | -1 | -1 | 29 | 4 | -7
CC1CC(C)(C)NC(c2ccccc2)O1 (centres undefined) | 10 | 29 | -14 | 1 | 2 | -5
O=C(/C=C/c1c(-c2ccccc2)[nH]c2ccccc12)c1ccccc1[N+](=O)[O-] | 5 | 21 | 15 | 18 | 10 | -1
COc1ccc(OC)c2[nH]c(=O)c(C)nc12 | -5 | -4 | 4 | 6 | 7 | 2
COC(=O)C(C)CCCC(=O)c1ccc2cc(OC)ccc2c1 (centres undefined) | -27 | 10 | 43 | 7 | 3 | 29
COc1cc(C(c2ccc3c(c2)OCO3)N2C(=O)CCC2C(=O)O)cc(OC)c1OC (centres undefined) | -12 | -10 | -8 | -19 | -14 | -16
ClC1CC2CCC1C2Br (centres undefined) (tested in a mixture with another compound) | -32 | -17 | 0 | -21 | -20 | -14
COC1=CCC23C(=O)C=CC(=O)C2(C1)C(=O)c1ccccc1C3=O (centres undefined) | 36 | 68 | 74* | 75* | 66 | 55
C1CCC(C(CCCCC(C2CCCCC2)C2CCCCC2)C2CCCCC2)CC1 | 16 | -3 | -1 | 27 | 46 | -4
CC(C)NP(=O)(OC1CC(C)(C)N(O)C(C)(C)C1)OC1CC(C)(C)N(O)C(C)(C)C1 | -16 | 6 | 2 | 13 | 26 | 19
O=C(/C(=C\c1ccccc1)c1ccccc1)c1ccc(Br)cc1 | 47 | 17 | 12 | 25 | 10 | -16
NC(N)=NCCCS(=O)(=O)Nc1ccc(Nc2c3ccccc3nc3cc([N+](=O)[O-])ccc23)cc1 | 47 | x | 58 | 63 | 73* | 60
Cc1nc(C(N)=S)sc1C(=O)/C=C/c1cccc(O)c1 | 18 | 37 | 10 | 6 | 11 | 12
COc1ccc(/C=C2/N=C(N/N=C\C(O)C(O)C(O)CO)NC2=O)cc1 (centres undefined) | 1&26 | 19&-46 | 22&-7 | 13&4 | 34&1 | 18&12
CCCCCCCC(CC#N)(CCCCC)CCCCCC (centres undefined) | -8 | 26 | 7 | 12 | 17 | -10
CN(C)C(=O)CC1(O)CCCCC1 | -1 | -3 | 3 | 4 | 2 | 6
NN(CC(O)COc1ccccc1)C(=O)c1ccccc1O (centres undefined) | 33 | 55 | 69 | 47 | 60 | 41
Cc1ccc(S(=O)(=O)CCC(=O)c2ccc([N+](=O)[O-])cc2)cc1 | 7 | 17 | 3 | 15 | 9 | 20
CCOC(=O)CC(=O)N(c1ccc(OC)cc1)C(C(=O)OC)c1ccccc1 (centres undefined) | 30 | 20 | -1 | 13 | 19 | 6
CC(=O)OCCC/C(=C/c1ccc(/C=C(\CCCOC(C)=O)[N+](=O)[O-])cc1)[N+](=O)[O-] | 24 | 49 | 9 | 55 | 46 | 27
O=C1C(Cl)C(c2cc(Br)cc(Br)c2O)N1n1cnc2ccccc2c1=O (centres undefined) | 59 | 98* | 93* | 94* | 90* | 87*

Fetched by compound from the list above:
SMILES | yeast cln2 rad14 | mlh1 rad18 | bub3 | sgs1 mgt1 | rad50 | mec2-1
NN(CC(O)COc1ccccc1)C(=O)c1ccccc1O (centres undefined) | 33 | 55 | 69 | 47 | 60 | 41
COc1ccc(/C=C2/N=C(N/N=C\C(O)C(O)C(O)CO)NC2=O)cc1 (centres undefined) | 1&26 | 19&-46 | 22&-7 | 13&4 | 34&1 | 18&12
CCCCCCCC(CC#N)(CCCCC)CCCCCC (centres undefined) | -8 | 26 | 7 | 12 | 17 | -10
CC(=O)OCCC/C(=C/c1ccc(/C=C(\CCCOC(C)=O)[N+](=O)[O-])cc1)[N+](=O)[O-] | 24 | 49 | 9 | 55 | 46 | 27
